# Screening results from PubChem.
# GC-A act = GC-A (human) enzyme activation; P16066; HEK293 GC-A cells, cGMP TR-FRET, EC30 ANP; 0% at EC30 ANP, 100% saturating ANP; activation, % at 10 µM; 370,000 compounds, 0.14% hits; in the data active means activation above about 40%
# NR0B1 inh = inhibits human nuclear receptor DAX1 | P51843 | HEK293 Gal4-DAX1 luciferase reporter, luminescence | inhibition, % at 6.75 µM | 340,000 compounds, 0.99% hits | AID 504766;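 active means inhibition above the mean over all tested compounds plus 3 SD, cut at about 4.2% in these data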;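 further: 0% = DAX1-transfected cells with DMSO and 100% = empty-vector control cells with DMSO; inhibition shows as a rise in luminescence from relieved DAX1 repression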
# FXN GAA850 act = frataxin GAA850 promoter activation; HEK293 lucGAA850 FXN promoter luciferase reporter, 24 h; percent of 10 µM SAHA response; activation, % at 6 µM; 360,000 compounds, 0.56% hits; AID 540364;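 active means activation above the average of all compounds screened plus 3 SD, cutoff fixed separately per campaign, cut at about 7.5% in these data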;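 further: 0% = DMSO wells and 100% = 10 µM SAHA wells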
# GC-B act = GC-B (human) receptor activation; P20594; HEK293-GC-B cells, CNP EC30, cGMP TR-FRET; 0% at EC30 CNP, 100% saturating CNP; activation, % at 10 µM; 370,000 compounds, 0.11% hits; AID 1920062;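 active means activation at 10 µM reaching about 35% in either raw or pattern-adjusted values, limit read from the data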
# * = called active by the depositor.
No.	structure	FXN GAA850 act	GC-B act
1	COc1ccc(CCN2C(=O)C3C4C=CC(C3C2=O)C2C(=O)N(CCc3ccc(OC)c(OC)c3)C(=O)C42)cc1OC (stereo not drawn)	-3.7	-5.1
2	CC1Oc2ccccc2N(Cc2ccccc2Cl)C1=O (stereo not drawn)	-0.1	2.9
3	COc1cccc(NC(=O)c2ccccc2-c2nc(-c3ccc(F)cc3)no2)c1	-3.0	-3.3
4	Cc1ccc(SCc2cc(=O)[nH]c(/N=C(\N)Nc3ccc(C)c(C)c3)n2)cc1	4.1	-3.1
5	CCOc1cccc(/C=C/c2cc(C(=O)O)c3ccccc3n2)c1OC	3.7	3.4
6	CCOC(=O)C/C(C)=N/NC(=O)c1cccs1	6.8	1.6
7	CC(C)NC(=O)CSc1nc2ccccc2n1CC(=O)N1CCc2ccccc21	1.8	-0.3
8	Cn1c(Cc2ccccc2)nnc1SCC(=O)Nc1ccc2c(c1)OCCO2	-4.1	-0.3
9	Cn1c(SCC(=O)N(Cc2ccccc2)C(C)(C)C)nc2ccccc21	1.4	-4.6
10	COc1ccc(-c2cc(C(F)(F)F)c(C#N)c(SCC(=O)Nc3nc(C)co3)n2)cc1	0.0	-0.9
11	N#CCSc1nc(Nc2ccc3c(c2)OCO3)c2ccccc2n1	0.6	31.9
12	CCc1cc(C(=O)OC)c(NC(=O)c2cc(Br)cs2)s1	-3.5	-4.0
13	COCc1cc(C)nc(Nc2ccccc2C)c1C#N	-0.3	-1.9
14	O=S(=O)(Cc1ccc(Cl)cc1)N1CCN(Cc2ccccc2)CC1	-2.9	-1.5
15	COc1ccc(Nc2ccccc2)c(C)c1	0.1	4.8

No.	GC-A act	NR0B1 inh
1	0.2	-3.2
2	-3.1	-0.1
3	-1.5	0.6
4	-7.2	-0.1
5	-1.7	3.1
6	-1.8	2.1
7	-1.0	0.0
8	0.7	-0.3
9	-8.7	-0.8
10	1.6	1.1
11	24.4	-1.6
12	-8.4	2.4
13	0.1	-0.7
14	3.9	-0.6
15	-4.3	0.6

# Sorted by value in NR0B1 inh (falling): 4 of the compounds above
item | structure | GC-B act | GC-A act | NR0B1 inh
6 | CCOC(=O)C/C(C)=N/NC(=O)c1cccs1 | 1.6 | -1.8 | 2.1
7 | CC(C)NC(=O)CSc1nc2ccccc2n1CC(=O)N1CCc2ccccc21 | -0.3 | -1.0 | 0.0
4 | Cc1ccc(SCc2cc(=O)[nH]c(/N=C(\N)Nc3ccc(C)c(C)c3)n2)cc1 | -3.1 | -7.2 | -0.1
1 | COc1ccc(CCN2C(=O)C3C4C=CC(C3C2=O)C2C(=O)N(CCc3ccc(OC)c(OC)c3)C(=O)C42)cc1OC (stereo not drawn) | -5.1 | 0.2 | -3.2

# The main list resumes, starting 2 compounds before the break.
No.	structure	FXN GAA850 act	GC-B act
14	O=S(=O)(Cc1ccc(Cl)cc1)N1CCN(Cc2ccccc2)CC1	-2.9	-1.5
15	COc1ccc(Nc2ccccc2)c(C)c1	0.1	4.8
16	N#Cc1nc(Cc2cccc3ccccc23)oc1N1CCOCC1	-1.9	-0.1
17	COCCn1c(SC(C)C(=O)NC2CCCCC2C)nc2ccccc2c1=O (stereo not drawn)	2.7	-2.3
18	O=C(NCc1ccccc1Cl)C1CCC(CNc2c(N3CCOCC3)c(=O)c2=O)CC1 (stereo not drawn)	0.5	-3.4
19	CCN(C#N)c1nc(NC(C)C)nc(NC(C)C)n1	2.6	25.4
20	CCOc1ccc(NC(=O)CSc2nnc(C3CC3)n2N)cc1	0.2	-1.8
21	O=C1CC(N2CCN(Cc3ccc4c(c3)OCO4)CC2)C(=O)N1c1ccccc1 (stereo not drawn)	-2.1	-3.1
22	O=C1C(Cl)=C(N2CCOCC2)C(=O)N1c1ccccc1Cl	-0.3	-0.7
23	Cc1nn(Cc2cccc(C(=O)Nc3ccn(Cc4ccccc4)n3)c2)c(C)c1[N+](=O)[O-]	-1.6	0.0

No.	GC-A act	NR0B1 inh
14	3.9	-0.6
15	-4.3	0.6
16	-0.7	-0.9
17	-0.3	0.0
18	0.7	-0.7
19	17.2	0.3
20	1.2	-1.1
21	-1.6	1.8
22	-1.9	0.2
23	1.7	-0.3

# Part of the list above, set out differently:
[16] N#Cc1nc(Cc2cccc3ccccc23)oc1N1CCOCC1
- FXN GAA850 act: -1.9
- GC-B act: -0.1
- GC-A act: -0.7
- NR0B1 inh: -0.9
[17] COCCn1c(SC(C)C(=O)NC2CCCCC2C)nc2ccccc2c1=O (stereo not drawn)
- FXN GAA850 act: 2.7
- GC-B act: -2.3
- GC-A act: -0.3
- NR0B1 inh: 0.0
[18] O=C(NCc1ccccc1Cl)C1CCC(CNc2c(N3CCOCC3)c(=O)c2=O)CC1 (stereo not drawn)
- FXN GAA850 act: 0.5
- GC-B act: -3.4
- GC-A act: 0.7
- NR0B1 inh: -0.7

# These rows are one share of the data (hit frequency here may not be typical).
